From PubChem BioAssay
HT1080 viability – HT1080 cell viability loss – fluorescence readout (AID 620). HT1080 viability, fluorescence; higher % means a stronger effect. one-dose cytotoxicity, % at 10 µM; EC50 in µM for titrated hits. 0.42% of 87,000 active; in the data active = cytotoxicity above about 50%;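 note: cells exposed to compound overnight then 4 h with Alamar Blue; 0% = vehicle DMSO and 100% = killing control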
Active calls of the source: *.

Start of the data: the first six entries (preview)
SMILES | HT1080 viability
CN1CCN(S(=O)(=O)c2cccc(S(=O)(=O)c3cccc(S(=O)(=O)N4CCN(C)CC4)c3)c2)CC1 | 1.5%
Cc1ccc(-c2nn(-c3ccccc3)cc2CN(Cc2ccccc2)C(=O)c2ccco2)o1 | -25.6%
C=CCC1(O)CC(c2ccco2)NC(c2ccco2)C1CCC (stereo unspecified) | 5.0%
CCCCS(=O)(=O)/C=C/[C@H]1[C@H](S(=O)(=O)CCCC)[C@H]2C=C[C@@H]1C2 | 0.3%
C[C@]1(C(=O)NCC2CC2)C=C[C@@H](Cc2ccccc2)N1C(=O)c1ccccc1 | -25.8%
O=S(=O)(N1CCCCC1)N1CCNCC1 | 0.5%

Main list, from the start:
SMILES | HT1080 viability
CN1CCN(S(=O)(=O)c2cccc(S(=O)(=O)c3cccc(S(=O)(=O)N4CCN(C)CC4)c3)c2)CC1 | 1.5%
Cc1ccc(-c2nn(-c3ccccc3)cc2CN(Cc2ccccc2)C(=O)c2ccco2)o1 | -25.6%
C=CCC1(O)CC(c2ccco2)NC(c2ccco2)C1CCC (stereo unspecified) | 5.0%
CCCCS(=O)(=O)/C=C/[C@H]1[C@H](S(=O)(=O)CCCC)[C@H]2C=C[C@@H]1C2 | 0.3%
C[C@]1(C(=O)NCC2CC2)C=C[C@@H](Cc2ccccc2)N1C(=O)c1ccccc1 | -25.8%
O=S(=O)(N1CCCCC1)N1CCNCC1 | 0.5%
COc1ccc2c(c1)CC/C(=C\C=C\c1ccccc1)C2=O | -13.7%
Cc1cc(F)ccc1NCc1cccnc1 | 3.5%
CC(C)C(=O)Nc1nnc(CCN2CCOCC2)s1 | -7.9%
COC(=O)c1ccc(COn2c(=O)c(C)[n+]([O-])c3ccccc32)cc1 | -13.7%
Cc1cccnc1NC(=O)Nc1cccs1 | -1.3%
COC(=O)C(NC(=O)c1ccc(C)cc1)(Nc1cccc(C)n1)C(F)(F)F (stereo unspecified) | -14.9%
COC(=O)c1ccc(C(/C=C/[C@@H](C)C(=O)NCc2ccc(C)o2)NC(=O)OCc2ccccc2)cc1 (stereo partly specified) | -15.6%
Cn1c(=O)c2c(nc(SCC(=O)N(C3CCCCC3)C3CCCCC3)n2C)n(C)c1=O | -3.0%
COc1ccc(N2CCN(c3ncnc4c3nnn4Cc3ccccc3Cl)CC2)cc1 | -8.5%
CC1(C)CC2CC(C)(CN2C(=O)COC(=O)c2ccc(Cl)c(N)c2)C1 (stereo unspecified) | -15.9%
Cc1cc(C)cc(N(C(C)C(=O)NC2CCCC2)S(C)(=O)=O)c1 (stereo unspecified) | -10.9%
O=[N+]([O-])c1ccc(/C=N/Nc2nc(N3CCCCC3)nc(N3CCCCC3)n2)o1 | -15.9%
Cc1ccccc1NC(=S)N(CCN(C)C)C(C)c1ccccn1 (stereo unspecified) | -18.6%
Cc1cccc(C(=O)Nc2sc3c(c2C#N)CCCCC3)c1 | 14.9%

Reprinted at random: two records from the list.
SMILES | HT1080 viability
Cn1c(=O)c2c(nc(SCC(=O)N(C3CCCCC3)C3CCCCC3)n2C)n(C)c1=O | -3.0%
CC1(C)CC2CC(C)(CN2C(=O)COC(=O)c2ccc(Cl)c(N)c2)C1 (stereo unspecified) | -15.9%

Additional records follow:
SMILES | HT1080 viability
CCc1ccc(C(C(=O)NC(C)(C)CC)N(Cc2ccco2)C(=O)Cn2nnc3ccccc32)cc1 (stereo unspecified) | 10.7%
Cc1ccc(S(=O)(=O)/C(C#N)=C/c2c(N3CCC(C(N)=O)CC3)nc3ccccn3c2=O)cc1 | -9.8%
CCCCCC(=O)Nc1c(-c2cccs2)c(=O)c2ccccc2n1C | -12.6%
CC(C)c1nc2oc3ccccc3c(=O)c2c(=O)n1-c1ccccc1 | -6.0%
CSCCC(NC(N)=O)C(=O)N(C)CC(=O)Nc1cc(C)ccc1C (stereo unspecified) | -7.2%
Cc1ccc(CNC(=O)C(=O)NCC2CCCO2)cc1 (stereo unspecified) | -15.5%
CN(C)c1ccc(/C=C/c2cc[n+](C)cc2)cc1 | 3.0%
Cc1ccc(C(=O)NCCN2CCCC2)cc1 | -10.7%
O=C1CC(c2ccccc2)c2ccc(O)cc2O1 (stereo unspecified) | 4.0%
COc1ccc(OC)c(/C=N/NC(=O)c2cc[n+](CC(=O)c3ccccc3)cc2)c1 | -3.4%
O=C(NCc1ccco1)C(c1ccccc1)N(C(=O)Cc1cccs1)c1ccccc1F (stereo unspecified) | -10.7%
Cc1cc(NC(=O)c2ccc3c(c2)C(=O)N(C)C3=O)no1 | -2.4%
COCCSc1ccccc1C(=O)Nc1cccnc1 | -2.7%
CCc1ccc(N=C2N=C(N)c3ccccc32)cc1 | -2.5%
CCOC(=O)CSc1nc2sc3c(c2c(=O)n1C1CCCCC1)CCN(C)C3 | -8.3%
Cc1cc(=O)oc2cc(OCC(=O)NCc3ccco3)ccc12 | -15.4%
Cc1nc(NCCc2ccccc2)c2oc3ccccc3c2n1 | -11.9%
CCOC(=O)Nc1ccc(S(=O)(=O)Nc2cc(C)nc(C)n2)cc1 | -7.3%
Cc1cc(C)cc(NC(=O)CSCc2nc3c(nnn3Cc3ccc(F)cc3)c(=O)[nH]2)c1 | 6.7%
CCN(CC)S(=O)(=O)c1ccc(N2CCOCC2)c(NC(=O)C(=O)c2c(-c3ccccc3)cc3ccccn23)c1 | 11.4%
Cc1ccc(/C=N/N2CCN(Cc3cccc4ccccc34)CC2)o1 | -2.7%
CCOC(=O)c1c(NC(=O)c2c(C)noc2C)sc2c1CCCCC2 | -1.6%
Cc1cc(C(=O)Cn2nnc3ccccc3c2=O)c(C)n1-c1ccccc1F | 48.2%
O=C(c1ccc(COc2ccccc2Br)o1)N1CCN(c2ccccn2)CC1 | -19.0%
Cn1c(=O)cc(SCC(=O)N2CCN(c3ccccc3)CC2)c2ccccc21 | 6.0%
Cc1cc(=O)c2c(o1)CC(C)(C)CC2=O | -7.0%
CSc1nnc2c(n1)c(C)nn2-c1cccc(C)c1 | -12.0%
Cc1nnc2c3ccccc3c(-c3ccc(O)cc3)nn12 | 1.2%
Cc1sc(-n2c(C)cc(C=O)c2C)c(C(=O)O)c1C | -9.0%
COc1ccc(NC(=O)COC(=O)c2c3c(nc4ccccc24)CCCC3)cc1 | 7.9%
COC(=O)[C@@]1(Cc2ccc(F)cc2)[C@H]2c3cc(C(=O)N4CCCC4)n(CCCNc4ncc(C(F)(F)F)cc4Cl)c3C[C@H]2CN1C(=O)c1ccccc1 | -26.9%
Clc1ccccc1CSc1ncn(-c2ccccc2)n1 | -2.9%
NC(=O)CSCc1nc2ccccc2s1 | -5.5%
COc1ccc(OC)c(-c2cn(S(=O)(=O)c3ccccc3)nc2N)c1 | 9.3%
COc1ccc(CC(NC(C)=O)C(=O)NC2CCN(C(=O)Nc3ccccc3Cl)CC2)cc1OC (stereo unspecified) | -7.5%
CCC/C(O)=N\S(=O)(=O)c1ccc(N=NN(C)C)cc1 | -2.0%
CCC1=C2CC[C@H]3C(=O)NC(=O)[C@H]3[C@H]2[C@@]2(C)C(=NCCc3c[nH]c4ccccc34)OC(=O)N2C1=O | -21.6%
CCOc1ccc(S(=O)(=O)Nc2ccc(S(=O)(=O)N3CCCC3)cc2)cc1 | -13.8%
COc1cccc(C2=NOC(C(=O)NCc3cccs3)C2)c1 (stereo unspecified) | -1.8%
CC(C)OC(=O)CSc1nc2cc3c(cc2cc1C#N)OCO3 | -4.8%
O=C(CCC(=O)NC1CCCCCCC1)Nc1nnc(C(F)(F)F)s1 | -7.0%
CCSc1nccc(-c2nn(-c3ccc(C)cc3)ccc2=O)n1 | 29.0%
CCn1c2ccccc2c2cc(NC(=S)N3CCOCC3)ccc21 | -17.2%
CCCCn1c(NC(=O)C2CCCCC2)nc2ccccc21 | -6.3%
Cc1cc(NC(=O)C2CCN(S(=O)(=O)c3cccs3)CC2)no1 | -1.7%
CCOC(=O)NC(=O)/C(C#N)=N\Nc1ccc(Cl)cc1 | 0.6%
CC(O)CN=c1cc(-c2ccccc2)oc2ccc(Cl)cc12 (stereo unspecified) | -4.6%
CCN(CC)CC(=O)Nc1ccc2c(c1)N(C(=O)CN(CC)CC)c1ccccc1CC2 | 1.8%
CCOC(=O)C1=C(C)N=C(SC)N(C)C1c1ccccc1 (stereo unspecified) | -5.4%
CCN(c1ccc(NC(=O)COC(=O)c2ccc3ccccc3n2)cc1)C(C)C | -2.0%

Shown with each value named: part of the list above.
> Cc1cc(NC(=O)C2CCN(S(=O)(=O)c3cccs3)CC2)no1
  HT1080 viability = -1.7%

> CCOC(=O)NC(=O)/C(C#N)=N\Nc1ccc(Cl)cc1
  HT1080 viability = 0.6%

Going on with the list.
SMILES | HT1080 viability
Cc1ccc(CN(C(=O)c2cc(=O)c3cc(Cl)c(C)cc3o2)C2CCS(=O)(=O)C2)cc1 (stereo unspecified) | -1.4%
O=C(NCc1ccccc1Cl)c1ccc2c(=O)n(CCCN3CCCC3=O)c(=S)[nH]c2c1 | -10.7%
CCC1CCc2[nH]nc(C(=O)O)c2C1 (stereo unspecified) | 12.1%
Cc1cc(/C=C(\C#N)C(=O)NCc2cccs2)c(C)n1-c1ccccc1F | -7.5%
COc1ccc(C(=O)c2ccc(N3CCN(C(=O)c4ccc(F)cc4)CC3)c(F)c2)cc1Br | -5.9%
CCOC(=O)CSc1nc(Nc2ccc3c(c2)OCO3)c2ccccc2n1 | -3.1%
O=c1[nH]n2c(=O)c3c([nH]c2c1N=Nc1cccc(C(F)(F)F)c1)CCCC3 | -4.7%
Cc1ccc2nc(/C(C#N)=C/c3cn[nH]c3-c3ccc(F)cc3)[nH]c2c1 | -10.5%
CC1(C)CC(=O)C(C=NCCN2CCN(C(=O)c3ccc(Br)cc3)CC2)=C(O)C1 | -16.1%
COc1cccc(N2CCN(CC(=O)c3c(C)[nH]c4ccccc34)CC2)c1 | 3.4%
CCCOP(=O)(OCCC)C1(Nc2ccc(C)cc2)CCCCC1 | -15.1%
O=C(O)CCn1c2c(c3ccccc31)CCCC2 | -4.4%
COC(=O)COc1ccc(=O)n(-c2ccccc2)n1 | 1.4%
C/C(=N\NS(=O)(=O)c1ccc(C)cc1)c1ccc(C)s1 | 13.5%
CCn1cc(C(=O)NCc2ccccc2)c(=O)c2cc(F)c(N3CCN(C(=O)c4ccco4)CC3)cc21 | 0.6%
O=C(Nc1ccc(F)cc1)c1cccnc1N1CCCCC1 | 12.5%
Cc1ccc2c(c1)N(CC(=O)NCc1cccnc1)C(=O)CO2 | 10.0%
Cc1c(C(=O)OC(C)C)sc2nc[nH]c(=O)c12 | -9.5%
O=C(CSc1cccc2cccc(Cl)c12)OCC(=O)N1CCN(C(=O)c2ccco2)CC1 | 4.3%
COc1ccc(/C=N/n2c(SC)nnc(C(C)(C)C)c2=O)cc1OC | -14.6%
CCn1c(CNC(=O)Cc2ccc(OC)cc2)nnc1SCC(=O)NC1CCCCC1 | -14.7%
O=C(CCSc1nnc(-c2ccncc2)o1)Nc1cccc2ccccc12 | -4.8%
O=S(=O)(c1cccc(S(=O)(=O)N2CCOCC2)c1)N1CCCCC1 | 8.4%
CCOc1ccccc1N(CC(=O)Nc1cc(OC)ccc1OC)S(C)(=O)=O | 16.9%
CN1C(=O)C(O)(CC(=O)c2ccncc2)c2ccccc21 (stereo unspecified) | -70.1%
O=C(Nc1ccccc1)c1ccn[nH]1 | 20.0%
Brc1ccc(N=C/C=C/C=C/Nc2ccc(Br)cc2)cc1 | 0.6%
Cc1cc(Nc2ccccc2)n(C(=O)c2ccccc2)n1 | 10.5%
Cc1ccc(NC(=O)CNc2ccc(OC(C)C)cc2)c(C)c1 | 1.0%
c1cnc2ccc(C(c3nnnn3C3CCCC3)N3CCN4CCCC4C3)cc2c1 (stereo unspecified) | -9.4%
O=C(O)CCCCCNC(=O)c1ccc(Br)cc1 | -4.8%
Cc1ccc(C)c(S(=O)(=O)NCCOc2nc(NC(C)C)nc(NC(C)C)n2)c1 | -8.6%
N#Cc1ccc(CSc2nnc(COc3ccccc3)n2-c2ccccc2)cc1 | -4.2%
Cn1nc(-c2ccc(C(=O)O)cc2)c2ccccc2c1=O | 10.5%
Cc1sc2ncnc(OCC(=O)NC(C)C)c2c1C | 1.4%
O=C(COc1ccccc1)NCc1ccccc1 | 11.3%
COC(=O)[C@H]1C[C@@H]1[C@H](NC(=O)c1cc(C)on1)c1ccccc1 | -27.3%
COc1ccc(NC(=O)/C(=C\c2ccc(OS(=O)(=O)c3ccc(C)cc3)cc2)NC(=O)c2ccccc2)cc1 | -4.5%
Cc1ccc(C(=O)c2ccccc2C(=O)O)s1 | -7.9%
COc1cccc(-c2ncc3ccccn23)c1 | -4.8%
CC1=C(C(=O)OCc2ccccc2)C(c2ccccc2OC(=O)c2ccc(I)cc2)NC(=O)N1CCCC(=O)O (stereo unspecified) | -5.3%
CC1(C)Cc2c(ccc3ccccc23)/C(=C/C(=O)N2CCCCC2)N1 | -44.9%
Cc1ccc(S(=O)(=O)N2CCOCC2)cc1C(=O)NCc1ccc2c(c1)OCO2 | -16.1%
COc1cc(-c2noc(CCCC(=O)NC3CCCCC3)n2)cc(OC)c1OC | -5.2%
Oc1c(C=Nc2cccc3cccnc23)sc2ccccc12 | 10.7%
CCOc1ccc(S(=O)(=O)Nc2ccc(O)c(Sc3ncn[nH]3)c2)cc1 | -7.5%
CCOC(=O)c1c(C)n(C)c2ccc(OC(C)=O)cc12 | -9.9%
Cc1cccc(NCc2cc(Cl)cc(Cl)c2O)n1 | -17.4%
COC(=O)c1ccc(C(NC(=O)OCc2ccccc2)/C(=C/[C@@H](C)C(=O)NCc2ccc(S(C)(=O)=O)cc2)C(F)(F)F)cc1 (stereo partly specified) | -17.4%
CCCn1c(SCC(=O)NC23CC4CC(CC(C4)C2)C3)n[nH]c1=O | -16.2%

Next section
SMILES | HT1080 viability
Cc1ccc2c(c1)nc(NCCCO)n2C | 39.3%
COc1ccc(-c2cc3nc[nH]c(=O)c3s2)cc1 | 18.9%
CCN(CC)S(=O)(=O)c1cccc(C(=O)NC(C(=O)Nc2nnc(C)s2)C(C)C)c1 (stereo unspecified) | -12.3%
CC(Oc1ccccc1)C(=O)Nc1ccccc1O (stereo unspecified) | -0.6%
COCCCN1C(=O)c2ccc(C(=O)Nc3ccccc3OC)cc2C1=O | 5.5%
CSc1nc(-c2ccccc2)nn1S(=O)(=O)c1ccccc1 | -8.0%
CCC(C)N=CC1=C(O)CC(c2ccccc2)CC1=O (stereo unspecified) | -20.4%
Cc1cccc(N2CCN(C(=O)c3cccc(N4C(=O)C5CC=CC(C)C5C4=O)c3)CC2)c1C (stereo unspecified) | 6.3%
Cc1cccc(-c2csc(N)c2C(=O)OC(C)C)c1 | -11.1%

Only part of the results is shown; count on the stated rates, not on these rows.
